Assay outcomes as filed in PubChem BioAssay.
MITF primary – inhibitors of human MITF; O75030; AlphaScreen MITF homodimerization, bead proximity signal; inhibition, % at 2.6 µM; hit rate 0.91% among 650,000; AID 1259374; in the data active = inhibition above about 50%;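 note: 0% = vehicle wells with protein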
TEAD-YAP inh – TEAD-YAP interaction inhibition | HEK-TIYL cells, TEAD-Gal4/YAP UAS-luciferase luminescence | inhibition, % at 9.12 µM | hit rate 1.4% among 640,000; in the data active = inhibition above about 32%;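 note: 0% = median of test compound wells and 100% = reference inhibitor wells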
GPR151 activ – human GPR151 activation | Q8TDV0 | PathHunter beta-arrestin GPR151 cells, luminescence | activation, % at 11.2 µM | hit rate 1% among 650,000; in the data active = activation above about 4.9%;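 note: 0% = median of compound wells and 100% = cells with positive control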
FBW7 act – activators of human E3 ligase FBW7 | Q969H0 | AlphaScreen FBW7–phospho-cyclin E peptide binding, activator screen | normalized activity (activation), % at 26.1 µM | hit rate 0.13% among 650,000; in the data active = normalized activity above about 1.9%;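 note: purified mutant Fbw7 with reduced substrate affinity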
Target sequence (Q969H0 whole entry, looked up): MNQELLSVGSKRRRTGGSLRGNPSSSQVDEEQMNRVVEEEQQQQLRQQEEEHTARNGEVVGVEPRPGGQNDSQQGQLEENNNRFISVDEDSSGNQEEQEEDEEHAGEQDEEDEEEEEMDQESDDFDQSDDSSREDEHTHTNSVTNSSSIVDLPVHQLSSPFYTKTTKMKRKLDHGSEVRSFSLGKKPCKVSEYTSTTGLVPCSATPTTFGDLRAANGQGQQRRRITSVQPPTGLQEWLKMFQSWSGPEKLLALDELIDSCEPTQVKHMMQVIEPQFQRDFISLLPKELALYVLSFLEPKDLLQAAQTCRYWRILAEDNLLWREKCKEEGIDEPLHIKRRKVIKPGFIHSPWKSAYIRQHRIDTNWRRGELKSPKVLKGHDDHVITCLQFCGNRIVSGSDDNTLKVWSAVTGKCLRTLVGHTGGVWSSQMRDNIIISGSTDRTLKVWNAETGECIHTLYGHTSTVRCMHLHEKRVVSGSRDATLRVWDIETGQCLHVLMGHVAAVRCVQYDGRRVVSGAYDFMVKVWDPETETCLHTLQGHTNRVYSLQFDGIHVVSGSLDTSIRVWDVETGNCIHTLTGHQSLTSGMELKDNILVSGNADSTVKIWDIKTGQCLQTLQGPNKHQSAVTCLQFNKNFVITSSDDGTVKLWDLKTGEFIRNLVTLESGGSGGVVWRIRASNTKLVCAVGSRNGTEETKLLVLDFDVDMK
An asterisk follows results filed as active; nt = not tested or not shown.

canonical_smiles	TEAD-YAP inh	GPR151 activ	MITF primary	FBW7 act
N#CC1=C(N)Oc2ccc3ccccc3c2C1c1cccc2ccccc12 (stereo not given)	-6.0	0.2	6.3	0.2
C=CCOC(=O)COc1ccc2c3c(c(=O)oc2c1C)CCCC3	-4.2	-0.3	-12.4	0.0
O=C(Nc1ccc(F)c(F)c1)c1n[nH]c2ccccc12	21.6	-9.8	4.5	0.0
C/C(=N\NC(=O)Cn1c(-c2ccccn2)nc2ccccc21)c1ccco1	-3.2	-0.2	1.5	0.0
CCn1c2ccccc2c2nnc(SCC(=O)Nc3c(C)n(C)n(-c4ccccc4)c3=O)nc21	14.5	1.0	5.6	0.3
CC(C)N(C)C1CCN(C(=S)Nc2ccccc2F)CC1	3.3	1.1	3.3	-0.1
N#Cc1cc([N+](=O)[O-])ccc1NCCn1c(=S)[nH]c2ncccc2c1=O	-9.9	0.0	-18.8	-0.1
NC(=O)NC(=O)CSc1nnc(-c2ccco2)o1	7.1	1.1	3.8	-0.2
CN1CCN(/N=C/c2ccc(OC(F)F)cc2OC(F)F)CC1	0.4	0.4	2.2	-0.1
CCOC(=O)COc1cccc2c(=O)n(CC(=O)Nc3cc(Cl)ccc3OC)ccc12	3.1	-1.5	10.5	0.0
COc1ccc(CNC(=S)Nc2ccc(OC)cc2OC)cc1	-19.1	-0.1	5.4	0.6
O=S(=O)(/N=C(/c1ccccc1)N1CCCC1)c1ccc(F)cc1	8.6	-0.4	6.6	0.5
Cc1ccc(NC(=O)CN(c2cc(C(F)(F)F)ccc2Cl)S(C)(=O)=O)c(C)c1	-5.5	0.2	-1.4	-0.1
O=C(NN1C(=O)c2ccccc2NC1c1ccc([N+](=O)[O-])o1)c1ccccc1 (stereo not given)	3.7	-0.9	-2.9	0.0
Cc1c(C(=O)NC2CCCC(C)C2C)sc2ncn(CC(=O)N3CCCCC3C)c(=O)c12 (stereo not given)	-0.5	0.8	12.8	-0.3
CN(C)S(=O)(=O)c1ccc(C(=O)N2Cc3nn(C(C)(C)C)c(-n4cccc4)c3C2)cc1	11.8	0.8	15.6	0.3
Cc1cc(C)c2c(c1)NC(=O)C21NNc2ccccc2O1 (stereo not given)	-17.1	0.5	-3.8	-0.1
O=C(CSc1nc2ccccc2c(=O)n1CC1CCC(C(=O)NCC2CCCO2)CC1)Nc1ccccc1Cl (stereo not given)	8.7	0.3	12.8	0.2
COCCNC(=S)N/N=C/c1c(OC)cc(OC)cc1OC	0.4	-1.1	0.2	0.0
Cc1ccc(S(=O)(=O)NC(CCc2ccccc2)CC(=O)C(C)(C)C)cc1 (stereo not given)	nt	1.4	10.1	0.1
Cc1n(N)c2ccccc2[n+]1CC(=O)c1ccc([N+](=O)[O-])cc1	1.1	3.4	-13.9	-0.3
O=C(NNc1ccc([N+](=O)[O-])cc1[N+](=O)[O-])C(F)(F)F	-2.7	-1.6	-7.6	-0.1
CCCCOc1ccc(C2Oc3ccc(Br)cc3C3CC(c4ccc(Cl)cc4)=NN32)cc1 (stereo not given)	-14.8	-1.1	-3.2	-0.2
CC(NC(=O)Cc1nn[nH]n1)c1ccccc1 (stereo not given)	0.7	0.7	-4.1	0.0
O=C(NCc1ccc(F)cc1)N1CCC(CN2CCOCC2)CC1	3.8	-0.5	9.9	0.9
CCN1C(=O)/C(=C/c2ccccc2OCC(=O)OC)SC1=S	-8.0	1.9	15.9	-0.1
O=C(c1ccco1)N(CCCN1CCOCC1)c1nc(-c2ccc(Cl)cc2)cs1	-0.9	-0.2	15.1	0.0
Cc1cc(S(=O)(=O)NC2CCCCC2)ccc1OCC(=O)Nc1cccc([N+](=O)[O-])c1	-10.7	-1.1	0.8	0.0
CC1(C)CC(=O)C2=C(C1)Nc1ccccc1NC2c1ccc(Cl)cc1Cl (stereo not given)	23.9	-0.8	1.0	0.0
Cc1ccccc1C(=O)OC1OC(=O)C(Cl)=C1Nc1ccc(C(=O)O)cc1 (stereo not given)	-5.3	1.1	10.0	-0.4
CCOC(=O)c1ccc2c(c1)sc(=NC(=O)c1cccs1)n2CCOC	-44.0	-0.8	18.7	0.1
CCc1nn(C(C)C(=O)NCCN2CCN(C)CC2)c(=O)c2cc3occc3n12 (stereo not given)	1.2	-0.7	-1.7	0.2
O=c1cc(/C=C/c2ccc3c(c2)OCO3)[nH]c2ccccc12	-17.0	0.1	13.1	0.1
O=C1c2cccc3cc([N+](=O)[O-])cc(c23)C(=O)N1O	-18.9	-1.0	-9.4	-0.1
O=C(CSc1ccc2ccccc2c1)Nc1ccc(Cl)cc1	2.1	-1.2	-8.3	0.0
Cc1cccc(OCc2nnc(SCC(=O)N3CCC(C)CC3)n2C)c1C	1.5	-0.9	-15.1	0.0
Cc1cc(=O)[nH]c(N/N=C/c2ccc(C#N)cc2)n1	4.9	-0.6	-10.8	0.0
Cc1ccc(NC(=O)CN(c2ccc3c(c2)OCO3)S(=O)(=O)c2c(C)n[nH]c2C)cc1	13.7	-0.1	4.5	-0.2
CCOC(=O)C1=CN(c2ccc(C)c(C)c2)C=C(C(=O)OCC)C1c1cccc(C(F)(F)F)c1	21.1	-1.9	3.3	0.2
Cc1ccc(Cn2c(=O)c3ccccc3n3nncc23)cc1	-0.8	-1.4	11.5	-0.2
COc1ccc(-c2nnn(Cc3nc(N)nc(N4CCCCC4)n3)n2)cc1	-13.9	0.7	8.4	0.2
CCNS(=O)(=O)c1ccc(NC(=S)NC2CCCCC2)cc1	5.4	2.1	4.8	-0.1
NC(=O)CCC(NC(=O)OCc1ccccc1)C(=O)O (stereo not given)	0.6	-0.7	-3.9	0.7
CCc1cccc(NC(=O)C2CCN(c3nc(C)cc(C)n3)CC2)c1	12.6	-0.3	-2.9	-0.1
c1ccc(C(c2ccccc2)n2nnnc2CN2CCOCC2)cc1	3.0	-1.0	17.3	0.2
COC(=O)c1ccc(NC(=O)CSc2nc3ccccc3[nH]2)cc1	-3.8	-0.7	-1.5	-0.2
Cn1c(=O)c2[nH]c(Nc3ccccc3)nc2n(C)c1=O	16.7	-1.2	11.7	-0.1
c1cncc(-c2nc(-c3ccncc3)cc(N3CCCCC3)n2)c1	15.9	5.2*	13.2	0.0
COC(=O)C(NC(=O)c1cccc(Cl)c1)(Nc1ccc(Cl)cn1)C(F)(F)F (stereo not given)	-9.7	4.8	0.5	0.5
CC(NC(=O)Nc1ccc(Cl)c(Cl)c1)c1ccncc1 (stereo not given)	7.4	-0.4	20.4	0.1
CN1CCC(NCc2cccc(F)c2)CC1	-14.8	-0.6	9.4	0.1
O=Cc1ccc(OCCOC(=O)Nc2ccccc2)cc1	-0.5	-0.8	12.8	0.6
CC(CC(=O)Nc1ccccc1)NC1CCN(Cc2ccccc2)CC1 (stereo not given)	-0.1	0.5	66.4*	0.0
CC12CCC(C(=O)NCCCN3CCOCC3)(CC1=O)C2(C)C (stereo not given)	3.5	-0.4	6.4	0.2
Cc1c(C(=O)N2CCCC2)sc2ncnc(N3CCOCC3)c12	-1.5	-0.5	3.0	0.0
CCN(CC)C(=O)c1c(Cl)nc(C)c([N+](=O)[O-])c1C	-5.2	-0.9	-12.4	0.0
CCCc1nc2nc(C)cc(NCc3ccccc3)n2n1	-5.5	0.4	-2.4	-0.3
COc1ccc(CN2C[C@@H]3C[C@@H](c4cc(C(C)C)n[nH]4)N4CCC[C@@]34C2=O)cc1	-3.0	0.4	0.8	0.0
C=CCn1c(=O)c2c(nc3n2CC(C)CN3c2cccc(Cl)c2C)n(C)c1=O (stereo not given)	-8.9	0.2	-19.2	-0.2
COC(=O)C(CC(C)C)NC(=O)c1ccccc1Br (stereo not given)	-2.2	1.2	3.9	0.1

(listing goes on)
canonical_smiles	TEAD-YAP inh	GPR151 activ	MITF primary	FBW7 act
Cc1cc2nc(C3CCCCN3C(=O)CCc3c(C)noc3C)[nH]c2cc1C (stereo not given)	-0.1	-0.4	-4.4	-0.1
COc1ccc(C(=O)c2ccc(OC)cc2OC)c(OC)c1	3.4	-1.0	3.5	1.4
O=C(Cn1c(-c2ccccn2)nc2ccccc21)Nc1nc2ccccc2s1	0.9	6.0*	-4.7	0.1
COc1ccc2c(c1)c1nnc(SCC(=O)N3CCC(C)CC3)nc1n2C	11.8	0.3	6.2	0.0
CC(=O)/C(N=Nc1ccccc1)=C(/O)C(F)(F)F	3.6	-0.2	6.7	0.1
Cc1cc(C(=O)NN2C(=O)c3ccccc3C2=O)ccc1[N+](=O)[O-]	11.9	-0.2	-7.4	-0.1
COc1cc(N)c(Cl)cc1C(=O)OCC(=O)N1CCC(C)CC1	-5.4	1.0	-4.4	-0.1
CC(=O)N=C(C)CC1(OC(C)=O)C(=O)N(C)c2ccccc21 (stereo not given)	14.9	0.4	0.9	0.0
C[C@H](Cn1nnc2ccccc21)NC(=O)CCn1c(=O)oc2ccccc21	5.7	1.5	7.4	-0.1
Cc1cc(C)n(-c2nc3ccccc3n3nnnc23)n1	-7.6	-1.7	-4.4	-0.1
Cn1c(Cn2ncc3ccccc3c2=O)n[nH]c1=S	-2.2	1.0	-12.7	0.0
COc1cc(/C=C/C(=O)O)cc2c1OCCO2	8.4	-0.8	5.7	0.0
Cc1nonc1NC(=O)CSc1nnc(-c2ccoc2C)n1-c1cccc(Cl)c1	7.5	1.5	-8.7	-0.2
O=C(C1CCCO1)N1CCC[C@H]1Cn1nc(-c2ccc3c(c2)OCCO3)ccc1=O (stereo not given in full)	4.0	-1.3	-2.8	0.0
O=C(NCCCCCCNC(=O)Nc1cccnc1)Nc1cccnc1	57.1*	0.1	-5.0	-0.1

Complete entries, looked up by structure.
`COc1cc(/C=C/C(=O)O)cc2c1OCCO2` is entered as TEAD-YAP inh: 8.4; GPR151 activ: -0.8; MITF primary: 5.7; FBW7 act: 0.0
`CC(=O)N=C(C)CC1(OC(C)=O)C(=O)N(C)c2ccccc21` (stereo not given) is entered as TEAD-YAP inh: 14.9; GPR151 activ: 0.4; MITF primary: 0.9; FBW7 act: 0.0

Next entries.
canonical_smiles	TEAD-YAP inh	GPR151 activ	MITF primary	FBW7 act
CCOc1cc(C2NC(=O)NC(C)=C2C(C)=O)c(Cl)cc1OCC(=O)O (stereo not given)	-6.4	-0.3	36.3	0.0
CC12CCC(C(=O)Nc3ccncc3)(c3nc4ccccc4nc31)C2(C)C (stereo not given)	5.7	0.5	-1.8	-0.1
COc1cc(C(=O)Nc2cccc(C)n2)ccc1OCc1c(Cl)cccc1Cl	1.3	0.5	9.7	0.2
COCCNS(=O)(=O)c1cc(-c2nnc3c4ccccc4c(C)nn23)ccc1OC	-11.5	3.6	4.1	-0.1
O=C(CNS(=O)(=O)c1ccccc1)Nc1cccc(Cl)c1Cl	-0.4	1.3	4.4	0.0
Cc1ccc(C(=O)N/C(=C/c2cccnc2)C(=O)Nc2cccc(O)c2)cc1	-6.3	0.2	5.7	0.1
Cc1ccc2oc(-c3ccc(Cl)c(NC(=O)COc4ccc(Br)cc4)c3)nc2c1	1.1	2.6	2.7	-0.2
O=C(COC(=O)CN1C(=O)C2CC=CCC2C1=O)Nc1cccc([N+](=O)[O-])c1 (stereo not given)	-1.3	0.7	10.3	0.0
O=c1[nH]c(=O)n(-c2ccccc2)c(O)c1C=Nc1cccc(O)c1	-6.7	-1.0	20.1	0.3
COc1ccc(N=c2oc3c(OC)cccc3cc2-c2nc3ccccc3[nH]2)cc1	-42.2	0.0	-15.3	-0.2
COc1ccc(-c2nc3c(c4c2C[C@H](c2ccccc2)OC4)CN(C(=O)Cc2cccs2)CC3)c(C)c1	nt	-1.4	22.7	0.6
COc1cccc(C(=O)Nc2nnc(C3CCCCC3)s2)c1OC	-59.1	-2.0	15.9	0.0
O=CN1CCN(C(=O)Cc2ccc([N+](=O)[O-])cc2)CC1	1.4	-0.6	10.2	0.1
CCC1C(=O)N=C(SCC(=O)Nc2ccccc2C#N)NC1=O (stereo not given)	6.2	-0.7	17.7	0.0
C[C@@H]1CN(Cc2ccc3c(c2)CN(C(=O)Cc2cccnc2)CCO3)C[C@H](C)O1	9.1	2.4	18.1	0.4
CCOC(=O)C1CCN(C(=O)/C=C/c2ccccc2OC)CC1	-10.7	0.2	-8.3	1.8
COc1ccc([N+](=O)[O-])cc1C1=N/C(=C/c2ccc(C(C)C)cc2)C(=O)O1	1.8	-2.3	-6.2	0.1
COc1cccc(S(=O)(=O)Nc2noc3ccccc23)c1	-8.2	1.7	-0.1	-0.2
CCOC(=O)c1c(-c2ccccc2)csc1NC(=O)c1cc2ccccc2oc1=O	1.8	0.0	-2.0	0.0
CCOc1ccc(S(=O)(=O)NCc2ccccn2)c2ccccc12	-9.0	-0.2	5.8	0.1
Cc1cc(C)cc(OCC(=O)Nc2ccc(S(=O)(=O)Nc3ccccc3)cc2)c1	-5.2	2.3	5.5	-0.1
N#Cc1c(-c2ccc(Br)cc2)nc2n(c1=O)CCS2	5.6	4.5	-6.8	0.0
c1ccc(-c2csc(N3CCN(c4ccccc4)CC3)n2)cc1	-7.5	0.1	5.3	0.0
Cc1ccc(CN(C(=O)c2ccccc2F)C2CCS(=O)(=O)C2)cc1 (stereo not given)	10.6	0.5	-1.6	0.1
O=C1OC(c2ccc([N+](=O)[O-])cc2)=N/C1=C\c1ccc(Cl)c(Cl)c1	1.1	1.5	-3.2	0.0
